Assay outcomes (PubChem)
12-LOX inh: blocks human arachidonate 12S-lipoxygenase; Potency, µM (doses to about 108 µM), inactives show top-dose activity change, negative = inhibition, hits mostly inhibitors; actives 1.1% (n = 580,000); purified 12hLO, xylenol orange hydroperoxide absorbance; AID 1671190; P18054; note: % is set by controls: 0 for no effect and ±100 for the full control effect
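Purified human 12hLO at 150 nM in 25 mM Hepes, 0.01% Triton X-100, pH 7.0, preincubated 15 min at room temperature with compound. Reaction started with 40 uM arachidonic acid, 30 min at room temperature. Hydroperoxide measured by Fe-xylenol orange, 573/405 nm absorbance ratio.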
RGS4 inh: blocks human RGS4-accelerated GTP hydrolysis. P49798. Transcreener GDP fluorescence polarization, RGS4-accelerated GTP hydrolysis. Potency, µM (highest dose often 114 µM), for inactives: top-dose activity change, negative = inhibition, hits mostly inhibitors. actives 0.039% (n = 390,000). AID 504845; note: % is set by controls: 0 for no effect and ±100 for the full control effect; nearly all actives have a fitted effect of over 75% in size; some results filed as inactive show a strong effect at the top dose
Target sequence (P49798 whole entry, looked up): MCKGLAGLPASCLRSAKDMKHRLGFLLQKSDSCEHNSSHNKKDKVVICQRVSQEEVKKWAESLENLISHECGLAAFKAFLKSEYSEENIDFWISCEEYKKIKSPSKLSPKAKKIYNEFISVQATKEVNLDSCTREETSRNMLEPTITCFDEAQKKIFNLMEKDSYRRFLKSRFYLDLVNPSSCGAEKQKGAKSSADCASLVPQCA
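MLSMR compounds (23 nl, pin-transferred) preincubated 10 min at room temperature with a 500nM (2x) first reagent, then RGS4 at 900nM (2x) plus Transcreener GDP mix added; fluorescence polarization (620/688 nm) read before and after 90 min at 30 °C.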
HP1b chromo inh: HP1-beta chromodomain-methylated histone interaction inhibition; AlphaScreen HP1-beta / biotin-H3K9me3 peptide binding; AID 540317; Potency, µM (titrated, usually from 114 µM), without a hit: at the top dose activity change, negative = inhibition, actives largely listed as inhibitors; P83916; actives 0.56% (n = 390,000); note: nearly all actives have a fitted effect of over 70% in size; inactives centre near 23
Target sequence (P83916 whole entry, looked up): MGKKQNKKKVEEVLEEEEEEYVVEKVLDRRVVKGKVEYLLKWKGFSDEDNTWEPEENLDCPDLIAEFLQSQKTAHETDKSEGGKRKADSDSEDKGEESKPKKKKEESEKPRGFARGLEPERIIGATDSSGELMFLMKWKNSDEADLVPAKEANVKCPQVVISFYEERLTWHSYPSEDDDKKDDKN
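HP1-beta protein (50 nM final) preincubated 30 min at room temperature with biotinylated H3(1-18)K9me3 peptide (50 nM) in PBS pH 7.4, 0.01% Tween-20, then compound added for 30 min. AlphaScreen streptavidin donor/nickel chelate acceptor beads (10 ug/mL final), 30 min dark, luminescence read.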
rTrxR1 inhibitor: rat TrxR1 inhibition. recombinant rTrxR1, NADPH fluorescence consumption, selenite substrate. Potency, µM (series often up to 114 µM), for the others: top-dose activity change, negative = inhibition, hits mostly inhibitors. AID 588453. actives 1% (n = 390,000); note: % is set by controls: 0 for no effect and ±100 for the full control effect; nearly all actives have a fitted effect of over 65% in size
Target sequence (O89049 whole entry, looked up): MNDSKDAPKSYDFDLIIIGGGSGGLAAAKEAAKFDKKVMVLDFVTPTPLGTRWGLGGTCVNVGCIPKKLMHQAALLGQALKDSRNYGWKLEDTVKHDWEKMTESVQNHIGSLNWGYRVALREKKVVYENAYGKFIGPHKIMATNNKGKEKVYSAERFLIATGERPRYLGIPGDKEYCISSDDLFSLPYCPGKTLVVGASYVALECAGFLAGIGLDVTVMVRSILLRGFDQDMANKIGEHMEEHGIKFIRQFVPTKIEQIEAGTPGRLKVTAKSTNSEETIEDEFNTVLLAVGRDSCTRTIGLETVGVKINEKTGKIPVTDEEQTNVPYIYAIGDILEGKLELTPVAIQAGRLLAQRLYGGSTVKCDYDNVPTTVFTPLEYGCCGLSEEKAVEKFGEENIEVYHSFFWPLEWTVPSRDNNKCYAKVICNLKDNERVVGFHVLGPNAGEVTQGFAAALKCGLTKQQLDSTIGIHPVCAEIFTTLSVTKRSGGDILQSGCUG
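Rat TrxR1 (90 nM in the dispensed reagent) was pre-reduced with 400 uM NADPH for 5 min at room temperature, then incubated with compound for 15 min. After 400 uM selenite was added, NADPH fluorescence (Ex 340/Em 450 nm) was followed for 8 min.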
ERG-DNA inh: blocks human ERG Ets domain binding to DNA; P11308; fluorescence polarization, His-ERG Ets domain / labelled DNA; Potency, µM (highest dose often 76.9 µM), for inactives: at the top dose FP activity, negative = inhibition, usual class: inhibitors; actives 0.028% (n = 370,000); AID 624246; active = well fitted inhibition curve with a large enough effect in the polarisation, with a control signal flat; inconclusive = small, poorly fitted or top-dose-only effect, or effect the other way, or a change in a side signal; inactive = no such curve, though single readings can be large or run the other way; the % refers to the polarisation;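 note: polarization taken with two DNA probes labelled with fluorescein and Texas red; % of control where 0% means no effect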
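His-tagged ERG Ets domain (1 uM in the protein solution; 300mM KCl, 50mM Tris-HCl, 1mM EDTA, 1mM DTT, pH 7.5) received compound, then a probe mix of 5 nM fluorescein-DNA and 100nM Texas-615-DNA. Fluorescence polarization was read for both dyes.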
Pin1 inh: blocks the human prolyl isomerase Pin1; Q13526; Pin1 FP peptide displacement, HiFluor488, 10 min; actives 0.009% (n = 390,000); Potency, µM (series often up to 115 µM), inactives show at the top dose activity, negative = inhibition, most hits filed as inhibitors; active = well fitted inhibition curve with a large enough effect in the polarisation, with a control signal flat, not every such curve was filed as active; inconclusive = small, poorly fitted or top-dose-only effect, or effect the other way, or a change in a side signal; inactive = no such curve, though single readings can be large or run the other way; the % refers to the polarisation; note: % is set by controls: 0 for no effect and ±100 for the full control effect
Target sequence (Q13526 whole entry, looked up): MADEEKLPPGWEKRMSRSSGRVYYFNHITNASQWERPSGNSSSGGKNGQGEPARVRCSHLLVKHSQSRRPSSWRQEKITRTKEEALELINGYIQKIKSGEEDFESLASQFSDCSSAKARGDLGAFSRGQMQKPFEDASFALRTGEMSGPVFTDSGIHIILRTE
JMJD2A Tudor inh: inhibitors of human JMJD2A Tudor domain; O75164; AlphaScreen JMJD2A-Tudor / H3K4me3 peptide binding; Potency, µM (titrated, usually from 114 µM), without a hit: at the top dose activity change, negative = inhibition, actives largely listed as inhibitors; actives 4.4% (n = 390,000); note: % is set by controls: 0 for no effect and ±100 for the full control effect; nearly all actives have a fitted effect of over 50% in size
Tb PGK inh: inhibitors of T. brucei phosphoglycerate kinase; Potency, µM (highest dose often 57.5 µM), without a hit: at the top dose activity change, negative = inhibition, hits mostly inhibitors; actives 0.043% (n = 380,000); PGK/GAPDH coupled, Kinase-Glo luminescence, 60 min; AID 602233; P07378; note: % is set by controls: 0 for no effect and ±100 for the full control effect; nearly all actives have a fitted effect of over 60% in size
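Luminescent ATP detection (Kinase-Glo Plus) follows a 60-minute room-temperature incubation, with wells lacking PGK as controls. Buffer: 100 mM TEA (pH 7.6), 5 mM MgCl2, 0.01% Tween-20. Coupling enzyme GAPDH (100 nM final) supplies unstable 1,3-BPG in-well.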
GLS inh: blocks human kidney-isoform glutaminase activity; O94925; GLS enzymatic activity, qHTS titration; Potency, µM (top dose mostly 45.5 µM), inactives show top-dose activity change, negative = inhibition, hits mostly inhibitors; actives 0.21% (n = 410,000); note: % is set by controls: 0 for no effect and ±100 for the full control effect
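hKGA in 45 mM KH2PO4 (pH 8.2), 0.02% Tween-20 with compound, then 1mM L-Glutamine (stock as added) plus glutamate oxidase/HRP/Amplex red coupling mix. Fluorescence read initially and after 30 min at RT; signal change reflects glutamate formation.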
* marks the source's active call; other numbers are inactive results; i = inactive; ? = inconclusive; nt = no result given; & = joins results of further samples; [ ] = another dose, or the depositor's remark. Unless noted, calls come from the whole dose curve; as a rule, active = well fitted curve in the direction sought with a large enough effect; inconclusive = small, poorly fitted or top-dose-only effect, or another doubt; inactive = no such curve, though single readings can be large; an effect the other way counts as inactive or inconclusive. Potency is the fitted concentration of half-maximal effect.

SMILES | 12-LOX inh | RGS4 inh | HP1b chromo inh | rTrxR1 inhibitor | ERG-DNA inh | Pin1 inh | JMJD2A Tudor inh | Tb PGK inh | GLS inh
O=C(Nc1cccc2ccccc12)c1ccc(Br)o1 | ? | ? | 8% | 21%[11.4 µM] | -10% | 3% | -22% | i | 1%
COc1ccc(OC)c(NC(=O)CSc2nncc3ccccc23)c1 | -9% | -4% | 12% | -13% | -3% | 7% | -6% | 1% | 0%
CCOC(=O)N1CCC(NC(=O)c2ccc(CNS(=O)(=O)c3ccc(F)cc3)cc2)CC1 | ? | -2% | -2% | 6% | -2% | -2% | -11% | -18% | -2%
COc1ccccc1N1CCN(C(=O)c2cc3cc(Br)ccc3oc2=O)CC1 | ? | 6% | 11% | 5%[57.1 µM] | 3% | 6% | -28% | i | 11%
COc1ccc(S(=O)(=O)N(CC(=O)Nc2cccnc2)c2ccc(Cl)cc2)cc1 | -17% | 24% | -8% | 18% | 5% | 19% | -25% | -3% | 5%
Cc1ccccc1-c1nnc(SCC(=O)N(C)C2CCS(=O)(=O)C2)n1C (stereo unspecified) | 4%&0% | 13% | 18% | 1% | -2% | 4% | -6% | 5% | 3%
COc1ccc(N2CCN(C(CNC(=O)C(=O)NCc3ccc(F)cc3)c3cccnc3)CC2)cc1 (stereo unspecified) | -23% | 6% | 35% | 12% | -3% | 1% | -16% | -1% | 63%[activator]
O=C(Nc1nnc(-c2ccc3c(c2)CCCC3)o1)c1c(F)cccc1F | 4% | 13% | 30% | 3%[57.1 µM] | 0% | nt | -13% | 6% | 4%
Cc1ccc(/C=C/C(=O)NC2CCS(=O)(=O)C2)cc1 (stereo unspecified) | 0% | 16% | 32% | 18% | -4% | 4% | -12% | -1% | -1%
N#CC1=C(N)Oc2n[nH]c(-c3ccccc3)c2C1c1cccnc1 (stereo unspecified) | 0% | 5% | 38%[activator] | -34% | -6% | -1% | -16% | i | 31%[activator]
CC1CCN(C(=O)Cn2cc(SCC(=O)NCc3ccc(F)cc3)c3ccccc32)CC1 | -6% | 14% | 4% | 14% | 0% | 3% | -23% | -4% | 5%
COc1ccc(OC)c(/C=C2\SC(=S)N(C(C(=O)O)c3ccccc3)C2=O)c1 (stereo unspecified) | ? | -16% | 6% | 10% | 19% | ? | -28% | -8% | 5%
COCCNC(=O)C(c1ccc(C)cc1)N(CCOC)C(=O)CCC(=O)Nc1ccccn1 (stereo unspecified) | 17% | -26% | 12% | 14%[57.1 µM] | -9% | -4% | -28% | -1% | 7%
COc1ccc(CC(=O)NCc2csc(-c3cccs3)n2)cc1OC | ? | 1% | 30% | 0% | -19% | -2% | -19% | 0% | -4%
Cc1nnsc1-c1c(C(=O)N2CCOCC2)c(C)nn1-c1ccc(Cl)cc1 | -19% | -24% | 38% | 23%[11.4 µM] | 8% | -1% | 1% | -1% | -12%
CCSC1(SCC)N=C(N)C2(C#N)C(c3ccccc3)NC(C)=CC12C#N (stereo unspecified) | 401%[activator] | 30% | 17% | -5% | -18% | 3% | -10% | 1% | 3%
Clc1ccc(COn2c(-c3ccccc3)nc3ccccc32)cc1 | -6% | 18% | 97% | -7% | 2% | 0% | 35% | 13% | 12%
O=C(CN1CCOCC1)NNC(=S)Nc1ccc(Cl)cc1 | 8% | -33% | 31% | -14% | -5% | 5% | -13% | i | -5%
CC(=O)N1CCN(CCN(CC2C(C)C=C(C)CC2C)C(C)=O)CC1 (stereo unspecified) | 12% | 5% | 15% | 4%[57.1 µM] | -4% | 1% | -3% | -3% | 16%
Cc1nnc(C)n1N | 6% | 0% | 38% | 16% | 5% | -7% | -5% | -2% | -5%
C[C@@H](NC(=O)c1coc(=O)c(Br)c1)c1ccccc1 | -7% | -12% | 15% | -13% | 4% | -1% | -9% | -9% | 1%
Cc1n[nH]c(=S)c2nn(-c3ccccc3F)c(C)c12 | ? | -9% | 32% | -3% | -6% | 42%[activator] | -5% | -6% | 3%
C/C=N/NC(=O)CCCC(=O)N/N=C/C | 3% | -7%[11.4 µM] | 3% | 0% | 0% | -5% | -24% | i | 13%
O=C(c1c(F)cccc1F)N1CCC(O)(c2cccnc2)CC1 | 12% | -8%[11.4 µM] | 5% | -10% | -1% | 0% | -5%[11.4 µM] | 4% | -1%
COc1ccc2c(=O)cc(CO)oc2c1 | -1% | -22% | 100%[activator] | -6% | 19% | 1% | -12% | i | -4%
O=C1C=C(Nc2ccc(F)cc2)c2ccccc2C1=O | -24% | -36% | -15% | -19% | 27% | -4% | -26% | -14% | 10%
CCOC(=O)c1ccc(COC(=O)CCc2nc3ccccc3[nH]c2=O)o1 | -24% | 16% | 11% | -9% | 1% | -11% | -9% | 4% | 7%
COc1ccccc1CNC(=O)C1CCCN(c2nc3ccccc3n3cccc23)C1 (stereo unspecified) | -23% | 11% | 37% | 16% | 0% | -10% | -18% | 8% | 5%
CCOC(=O)c1c(C)[nH]c(C(=O)COC(=O)/C=C/c2ccc(OCC#N)c(OC)c2)c1C | 5% | -13% | 31% | 7% | -13% | -3% | 2% | -1% | -1%
Cc1cc(SCC(=O)c2ccc(Cl)cc2)nc(=O)[nH]1 | 20µM* | ? | -18% | -1% | 16% | 8% | ? | -1% | -8%

A different layout for some results above.
12-LOX inh	RGS4 inh	HP1b chromo inh	rTrxR1 inhibitor	ERG-DNA inh	Pin1 inh	JMJD2A Tudor inh	Tb PGK inh	GLS inh	structure
-24%	-36%	-15%	-19%	27%	-4%	-26%	-14%	10%	O=C1C=C(Nc2ccc(F)cc2)c2ccccc2C1=O
8%	-33%	31%	-14%	-5%	5%	-13%	i	-5%	O=C(CN1CCOCC1)NNC(=S)Nc1ccc(Cl)cc1
6%	0%	38%	16%	5%	-7%	-5%	-2%	-5%	Cc1nnc(C)n1N

(list continues)
SMILES | 12-LOX inh | RGS4 inh | HP1b chromo inh | rTrxR1 inhibitor | ERG-DNA inh | Pin1 inh | JMJD2A Tudor inh | Tb PGK inh | GLS inh
CC(C)C(=O)Nc1ncc(Cc2ccccc2Cl)s1 | 0% | -34% | 22% | 8%[57.1 µM] | 12% | 3% | -9% | i | 3%
Cc1nc2c(cc1C(=O)N/N=C/c1ccc([N+](=O)[O-])cc1)c(=O)n(C)c(=O)n2C | -6% | -53% | 46%[activator] | -14% | 5% | -6% | -16% | -3% | -10%
CN(C)CCCNC(NC(=O)c1cccs1)C(Cl)(Cl)Cl (stereo unspecified) | -15% | 34% | 16% | 8% | 3% | -8% | -5% | -8% | 5%
Cc1nn(-c2ccc(N3CCCC3)nn2)c(C)c1CCC(=O)NCc1ccccc1F | -8% | 24% | 29% | 13%[57.1 µM] | -1% | -12% | -8% | 7% | 2%
CCC[C@@H]1CCCO[C@@](C(=O)NCCN2CCOCC2)(C(F)(F)F)C1 | 16% | -4%&6% | 38%&9% | 32%&3% | 9% | ? | -6%&-8% | 7% | -3%
Cc1nc2c(-c3ccccc3)c[nH]n2c(=O)c1Cc1ccccc1 | -3% | -16% | 22% | 18% | 4% | -3% | -20% | 0% | -3%
Oc1ccccc1C1C=C(c2ccc3c(c2)OCO3)NC(c2ccc(F)c(Br)c2)N1 (stereo unspecified) | nt | -21% | 19% | -23% | nt | 7% | -31% | nt | nt
COc1cc(CCC(=O)NCc2ccc3c(c2)CCN3C(=O)c2ccccc2)cc(OC)c1OC | -1% | 7% | 21% | -1%[57.1 µM] | 0% | 2% | -14% | 13% | -6%
C[C@@H]1CN(S(=O)(=O)c2c(F)cccc2F)CCN1S(=O)(=O)c1ccc2c(c1)OCCO2 | -10% | 13% | 52%[activator] | 17%[57.1 µM] | nt | 12%&18% | -10%&-1% | -9% | 4%
COc1ccc2c(c1OC)C(=O)N1C2SC[C@H]1C(=O)NC1CC1 (stereo partly specified) | 0% | 16% | 21% | 10% | 4% | -3% | -7% | -4% | 6%
O=C1CC(c2ccc(O)c(O)c2)Oc2cc(O)cc(O)c21 (stereo unspecified) | 6.3µM* | 13% | -4% | -22% | 1% | -3% | 79µM* | -12% | ?
Cc1occc1-c1nnc(SCC(=O)c2ccc3c(c2)OCCO3)n1CC1CCCO1 (stereo unspecified) | -5% | ? | 39% | -28% | 8% | 16% | -25% | i | -4%
CCOC(=O)C(=O)Nc1nnc(COc2ccccc2)s1 | ? | -10% | 55%[activator] | 3% | -5% | 0% | -9% | -11% | -1%
O=C(O)c1nnn(-c2ccc([N+](=O)[O-])cc2)c1-c1ccccc1 | ? | 30% | 23% | 20% | 6% | -1% | -1% | -2% | 7%
CCSC1=N/C(=C\c2ccc(-c3ccccc3[N+](=O)[O-])o2)C(=O)S1 | ? | 5%[11.4 µM] | 10µM* | 3%[57.1 µM] | -4% | ? | ? | i | -5%
C#Cc1cccc(NC(=O)CSc2nnc(-c3ccc(C(F)(F)F)cn3)o2)c1 | -5% | 0% | 53%[activator] | 23% | 4% | ? | ? | -13% | -4%
CN1CCC(=O)N(CCSc2ccccc2)CC1 | 9% | 4% | 35% | 17%[57.1 µM] | -7% | -10% | -8% | 6% | 2%
CCCCOc1ccc(C(=O)Nc2ccc(-c3cc4ccccc4oc3=O)cc2)cc1 | -4% | 6% | 49%[activator] | 14% | -1% | -2% | -7% | 8% | -3%

An excerpt (hit frequency here may not be typical).
